Compound activity from PubChem.
USP2a inh: inhibitors of human ubiquitin-specific protease USP2a; O75604; USP2 core, Ub-CHOP2 coupled fluorogenic reporter, 485/531; Potency, µM (titrated, usually from 38.3 µM), for inactives: at the top dose activity change, negative = inhibition, most hits filed as inhibitors; actives 0.01% (n = 330,000); AID 463254;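 also: potency is read from the fitted curve at half-maximal effect; plate controls were DMSO wells for no effect and full inhibition by NEM control for full effect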
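Deubiquitinase activity read as fluorescence (485/531 nm) after Ub-CHOP2 cleavage activates the enterokinase reporter on its substrate; USP2 core 10nM, Ub-CHOP2 and substrate 25nM each, 30min compound preincubation then 60min RT; data normalized to NEM, curves fitted.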
Menin MLL FP TR: menin-MLL binding inhibition, Texas Red mutant peptide | AID 1768 | actives 0.23% (n = 270,000) | Potency, µM (top dose mostly 61.6 µM), for inactives: at the highest dose FP activity change, negative = inhibition, usual class: inhibitors | O00255 | Menin + Texas Red MLL mutant peptide, fluorescence polarization; active = well fitted inhibition curve with a large enough effect in the polarisation, with a control signal flat, not every such curve was filed as active; inconclusive = small, poorly fitted or top-dose-only effect, or effect the other way, or a change in a side signal; inactive = no such curve, though single readings can be large or run the other way; the % refers to the polarisation; also: potency is read from the fitted curve at half-maximal effect; % of control where 0% means no effect; many of its hits are not listed in these tables
GALK inhibitor: galactokinase (human) inhibition | P51570 | Purified GALK, Kinase-Glo residual ATP luminescence | Potency, µM (series often up to 57.5 µM), for inactives: at the highest dose activity change, negative = inhibition, actives largely listed as inhibitors | actives 0.007% (n = 270,000); also: potency is read from the fitted curve at half-maximal effect; % is scaled to controls: 0 for no effect and ±100 for the full control effect
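The enzyme phosphorylates galactose (100 uM) using ATP (35 uM); inhibition is detected as higher residual ATP, quantified by bioluminescence after 1 h reaction at room temperature, pH 8.0.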
KCNH2 WT inh: inhibitors of human wildtype KCNH2 potassium channel; Q12809; U2OS, BacMam KCNH2, thallium flux FluxOr; stronger effect = lower value; activity change, % at 1.84 µM; actives 0.37% (n = 340,000); AID 720551;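 active = maximum activity change below -70%; inconclusive = maximum activity change between -70% and -50%; inactive = maximum activity change above -50%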; also: % is scaled to controls: 0 for no effect and ±100 for the full control effect
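U2OS cells transduced with wild-type KCNH2 virus are loaded with FluxOr dye for 45 min, and thallium flux is measured in kinetic reads before and after stimulation buffer. Rate constants are normalized to DMSO controls.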
PKM2 activator: activators of human pyruvate kinase M2; purified PKM2, Kinase-Glo ATP luminescence, activation; response scale: 0% is enzyme alone, no compound; Potency, µM (series often up to 57.5 µM), for the others: at the top dose activation, usual class: activators; actives 0.34% (n = 260,000); P14618; AID 1631; also: potency is read from the fitted curve at half-maximal effect; % is scaled to controls: 0 for no effect and ±100 for the full control effect; nearly all actives have a fitted effect of over 55% in size
Target sequence (P14618 whole entry, looked up): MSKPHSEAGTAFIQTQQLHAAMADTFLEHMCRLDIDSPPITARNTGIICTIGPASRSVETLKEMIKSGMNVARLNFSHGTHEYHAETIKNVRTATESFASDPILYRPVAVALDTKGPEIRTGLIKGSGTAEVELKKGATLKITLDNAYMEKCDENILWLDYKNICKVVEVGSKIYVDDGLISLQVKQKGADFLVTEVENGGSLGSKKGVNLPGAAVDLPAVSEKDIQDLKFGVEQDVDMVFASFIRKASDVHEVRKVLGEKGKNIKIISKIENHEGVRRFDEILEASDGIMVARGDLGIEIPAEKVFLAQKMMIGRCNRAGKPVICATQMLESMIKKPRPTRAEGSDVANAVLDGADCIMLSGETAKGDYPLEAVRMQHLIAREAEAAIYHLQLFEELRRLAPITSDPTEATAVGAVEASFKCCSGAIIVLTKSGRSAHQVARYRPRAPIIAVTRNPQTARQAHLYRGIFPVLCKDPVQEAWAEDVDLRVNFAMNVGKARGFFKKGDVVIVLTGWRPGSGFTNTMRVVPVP
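Purified hPK-M2 (>95% pure) converted ADP (0.1 mM final) to ATP with 0.5 mM PEP in 50 mM imidazole pH7.2, KCl, MgCl2, Tween 20, BSA; 1 h at room temperature. ATP detected by Kinase-Glo luminescence.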
TSHR antag: antagonists of human thyroid stimulating hormone receptor | AID 504810 | P16473 | activity change, negative = inhibition, % at 11.5 µM | TSHR-expressing cells, TSH-stimulated cAMP HTRF, 2 h; stronger effect = lower value | actives 0.2% (n = 330,000);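 active = activity change below a set negative limit, meaning inhibition stronger than a set level, cut at about -70% in these data; inconclusive = activity change between two set negative limits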; also: % is scaled to controls: 0 for no effect and ±100 for the full control effect
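Read-out is FRET at 665 nm (cryptate excitation 337 nm) from a cryptate-tagged anti-cAMP antibody, competed by cell cAMP against cAMP-d2. Compounds are tested on freshly harvested TSHR cells challenged with 4nM TSH (EC80) for 2 hours at 37 deg C.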
Chronic BCR inh: blocks chronic active B-cell receptor signaling; ABC-DLBCL IkBa-CBG/CBR reporter, luminescence ratio, 4 h; Potency, µM (top dose mostly 46.1 µM), for the others: at the highest dose ratio change, negative = lower green/red ratio, most hits filed as inhibitors; actives 0.05% (n = 340,000); AID 493014; active = well fitted inhibition curve with a large enough effect in the signal ratio, with a control signal flat, not every such curve was filed as active; inconclusive = small, poorly fitted or top-dose-only effect, or effect the other way, or a change in a side signal; the % refers to the signal ratio;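 also: potency is read from the fitted curve at half-maximal effect; plate controls were basal doxycycline-induced cells for no effect and cells given 10 µM MG132 for full effect; MG132 reads +100%, hits lower the ratio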
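TMD8 ABC-DLBCL cells carrying doxycycline-inducible green luciferase fused to IkappaBalpha plus unfused red luciferase were exposed to compounds (up to 46 uM) for 4 hrs at 37C. Activity came from the overlap-corrected green/red luminescence ratio.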
Eya2 phos inh: Eya2 (human) phosphatase inhibition | Potency, µM (titrated, usually from 76.9 µM), for the others: at the top dose activity, negative = inhibition, usual class: inhibitors | recombinant Eya2, OMFP fluorescence dephosphorylation (OMFP is methylfluorescein phosphate) | AID 488837 | actives 0.006% (n = 330,000); also: potency is read from the fitted curve at half-maximal effect; % is scaled to controls: 0 for no effect and ±100 for the full control effect
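Eya2 (0.2 uM) preincubated 10 min at ambient with compound, then OMFP substrate added at 50 uM; 10 min reaction in 50 mM HEPES pH 7.5, 50 mM NaCl, 5 uM MgCl2, 0.05% BSA, 1 mM DTT. Fluorescence read at Ex 485/Em 525 nm.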
Mito fusion yeast: mitochondrial division inhibition or fusion activation; S. cerevisiae fusion-defective mutant growth rescue, CellTiterGlo 48 h; Potency, µM (highest dose often 46.1 µM), without a hit: top-dose growth rescue (activation), hits mostly activators; actives 0.23% (n = 320,000);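 also: potency is read from the fitted curve at half-maximal effect; % of control where 0% means no effect; nearly all actives have a fitted effect of over 45% in size; temperature-sensitive fusion mutants such as fzo1-1 at 37 °C on non-fermentable ethanol glycerol medium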
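Temperature-sensitive fusion-defective S. cerevisiae (e.g. fzo1-1, mgm1-5) were grown with compound in YPEG medium (3% ethanol, 3% glycerol) for 48 hours at 37C. Growth rescue was measured as viability by CellTiterGlo luminescence after 10 minutes at ambient.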
ASM inhibitor: blocks human secretory acid sphingomyelinase | P17405 | placental ASM, HMU-PC fluorogenic substrate, 60 min | Potency, µM (titrated, usually from 57.5 µM), inactives show at the highest dose activity change, negative = inhibition, most hits filed as inhibitors | actives 0.006% (n = 340,000) | AID 504937; also: potency is read from the fitted curve at half-maximal effect
Target sequence (P17405 47-631 limits assumed): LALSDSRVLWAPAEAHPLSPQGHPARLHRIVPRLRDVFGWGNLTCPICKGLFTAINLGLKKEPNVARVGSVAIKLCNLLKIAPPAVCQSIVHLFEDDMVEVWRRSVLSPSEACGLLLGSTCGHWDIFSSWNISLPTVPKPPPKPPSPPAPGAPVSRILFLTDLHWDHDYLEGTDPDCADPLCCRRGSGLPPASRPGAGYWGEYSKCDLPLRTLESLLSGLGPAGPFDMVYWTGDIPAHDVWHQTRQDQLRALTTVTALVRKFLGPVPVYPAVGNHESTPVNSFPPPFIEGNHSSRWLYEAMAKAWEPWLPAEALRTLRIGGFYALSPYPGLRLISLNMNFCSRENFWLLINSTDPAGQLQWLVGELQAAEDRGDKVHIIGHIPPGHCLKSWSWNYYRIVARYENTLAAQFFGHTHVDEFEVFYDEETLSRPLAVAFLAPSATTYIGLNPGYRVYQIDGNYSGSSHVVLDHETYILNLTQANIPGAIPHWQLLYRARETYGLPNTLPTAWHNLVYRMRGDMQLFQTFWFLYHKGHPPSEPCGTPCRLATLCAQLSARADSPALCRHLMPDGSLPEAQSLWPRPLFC
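qHTS format. ASM enzyme prepared from human placenta hydrolyses the fluorogenic substrate HMU-PC0 (9 uM final) over 60 min at 37 °C after a 10 min compound preincubation.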
MBNL1 CUG block: inhibitors of human MBNL1 binding to CUG repeat RNA | TR-FRET MBNL1-His/biotin-(CUG)12 binding, 665/545 ratio | Potency, µM (top dose mostly 57.5 µM), inactives show top-dose activity change, negative = inhibition, most hits filed as inhibitors | AID 2675 | actives 0.036% (n = 280,000) | Q9NR56; active = well fitted inhibition curve with a large enough effect in the signal ratio, with a control signal flat, not every such curve was filed as active; inconclusive = small, poorly fitted or top-dose-only effect, or effect the other way, or a change in a side signal; inactive = no such curve, though single readings can be large or run the other way; the % refers to the signal ratio; also: potency is read from the fitted curve at half-maximal effect; % is scaled to controls: 0 for no effect and ±100 for the full control effect
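His-tagged MBNL1 binding to biotinylated (CUG)12 RNA was measured by TR-FRET using terbium anti-His antibody (0.055 ng/ul final) and streptavidin-XL665 (5 nM final). Compounds were titrated 92 nM to 58 uM; 60 min at room temperature.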
* = called active by the depositor; i = inactive; ? = inconclusive; / = not tested or not shown; & = joins results of further samples; [ ] = remark or other dose. Unless noted, calls follow the shape of the dose curve; as a rule, active = well fitted curve in the direction sought with a large enough effect; inconclusive = small, poorly fitted or top-dose-only effect, or another doubt; inactive = no such curve, though single readings can be large; an effect the other way counts as inactive or inconclusive. Not all compounds are listed; the hit share may differ from the screen's.

Results follow in this order: USP2a inh	Menin MLL FP TR	GALK inhibitor	KCNH2 WT inh	PKM2 activator	TSHR antag	Chronic BCR inh	Eya2 phos inh	Mito fusion yeast	ASM inhibitor	MBNL1 CUG block
> CSCCC(NC(=O)c1ccccc1)C(=O)Nc1ccc(NC(C)=O)cc1 (stereo unspecified)
  2%	11%	-1%	/	-3%	6	5%	0%	0%	/	/
> CN(C)S(=O)(=O)c1ccc(N2CCCC2)c(C(=O)NNC(=O)COc2ccccc2Cl)c1
  1%	/	/	8	/	3	?	3%	3%	2%	/
> COc1cccc(CN2CC(C(=O)NCCCn3ccnc3C)CCC2=O)c1 (stereo unspecified)
  -1%	-7%	2%	-11	-8%	-3	-3%	3%	0%	8%	0%
> COc1ccc(-c2noc(CNS(=O)(=O)c3ccccc3)n2)cc1
  -1%	-1%	4%	-12	-1%	1	-2%	-4%	0%	1%	-1%
> Cc1ccc2ccc(S(=O)(=O)NCc3ccco3)cc2c1
  1%	27%	5%	-3	/	5	-1%	9%	-3%	1%	15%
> COC(=O)c1ccc(C23CC4(C2)[C@H](CN(C)[C@@H]4c2ccccc2)C3c2ccccc2)cc1 (stereo partly specified)
  -2%	7%	0%	4	-1%&9%	38	0%	-20%	-47%[inhibitor]	-3%	-1%
> Cc1cc2occ(CC(=O)Nc3nccs3)c2cc1C(C)C
  -3%	/	-7%	25	-3%	-36	7%	13%	1%	-6%	-4%
> Cc1cc(Sc2nnc(/N=C/N(C)C)s2)c2ccccc2n1
  1%	/	-1%	39	11%	10	?	13%	-12%	-2%	/
> O=C(c1ccccc1Cl)N(Cc1ccc(Br)cc1)N1C(=O)CCC1=O
  -3%	-7%	0%	2	-9%	-2	0%	?	-4%	-1%	0%
> Cc1[nH]nc(N=CC2=C(O)CC(c3ccco3)CC2=O)c1-c1ccccc1 (stereo unspecified)
  2%	2%	2%	1&27	?	-31	2%	-4%	7%	10%&1%	?
> COc1ccc(OCC(=O)N/N=C2\CCCCc3ccccc32)cc1
  -1%	-13%	2%	-1	3%	16	-10%	5%	-2%	-3%	-7%
> O=C(N/N=C/c1ccco1)c1cnccn1
  4%	-1%	-1%	-2	-4%	-5	-2%	-15%	-12%	1%	?
> Cc1ccc(C)c2c(SC(C)C(=O)NCc3ccco3)nc(-c3ccccc3)nc12 (stereo unspecified)
  -1%	?	-1%	0	-3%	-3	4%	3%	-29%	1%	-5%
> COC(=O)C1CCCN1C(C(=O)NC1CCCCC1)c1ccc(Cl)cc1 (stereo unspecified)
  1%	-3%	/	5	6%	7	-2%	-2%	1%	0%	-9%
> O=C(O)c1sccc1Oc1ccc(NS(=O)(=O)c2cccc(F)c2)cc1
  -3%	28%	6%	-22	/	24	8%	14%	-32%	/	-11%
> O=C(NC1CCCCC1)c1ccc(N2CCOCC2)c([N+](=O)[O-])c1
  0%	-1%	-4%	-7	-9%	-12	?	3%	5%	-7%	?
> CN(C)CCNC(=O)c1sc2cccc(F)c2c1Cl
  0%	-1%	-1%	-4	-2%	-1	0%	3%	-6%	12%	17%
> CSc1nc(O)c(C(c2ccc(O)cc2)c2c(O)nc(SC)[nH]c2=O)c(=O)[nH]1
  0%	30%	5%	-1	-19%	1	4%	12%	3%	4%	-5%
> O=C1CCC(C(=O)Nc2cccc(S(=O)(=O)Nc3ccccc3F)c2)=NN1
  -2%	/	/	14	/	-2	3%	-13%	/	-2%	/
> CCOc1ccc(OCC(=O)Nc2c3c(nn2C(C)(C)C)CS(=O)(=O)C3)cc1
  -1%	/	-2%	-8	1%	2	-1%	3%	-2%	0%	-2%

Among those listed so far, these have an aryl methoxy group:
Results follow in this order: USP2a inh	Menin MLL FP TR	GALK inhibitor	KCNH2 WT inh	PKM2 activator	TSHR antag	Chronic BCR inh	Eya2 phos inh	Mito fusion yeast	ASM inhibitor	MBNL1 CUG block
> COc1cccc(CN2CC(C(=O)NCCCn3ccnc3C)CCC2=O)c1 (stereo unspecified)
  -1%	-7%	2%	-11	-8%	-3	-3%	3%	0%	8%	0%
> COc1ccc(-c2noc(CNS(=O)(=O)c3ccccc3)n2)cc1
  -1%	-1%	4%	-12	-1%	1	-2%	-4%	0%	1%	-1%
> COc1ccc(OCC(=O)N/N=C2\CCCCc3ccccc32)cc1
  -1%	-13%	2%	-1	3%	16	-10%	5%	-2%	-3%	-7%

The list continues.
Results follow in this order: USP2a inh	Menin MLL FP TR	GALK inhibitor	KCNH2 WT inh	PKM2 activator	TSHR antag	Chronic BCR inh	Eya2 phos inh	Mito fusion yeast	ASM inhibitor	MBNL1 CUG block
> COc1ccc(/C=N/c2nc3ccccc3n2C)cc1OC
  -1%	1%	1%	-14	-1%	4	-1%	-24%	1%	5%	-5%
> N/C(=N\c1nc2c(c(=O)[nH]1)CCCC2)Nc1ccccc1Sc1ccccc1
  5%	-4%	1%	3	-1%	3	?	1%	7%	-9%	3%
> CC1CC2=C(NC(=S)NC2c2ccccc2F)/C(=C/c2ccccc2F)C1 (stereo unspecified)
  2%	-23%	-4%	3	2%	4	15%	2%	17%	-4%	4%
> COc1ccc(/C=C(\NC(=O)c2cccs2)C(=O)Nc2ccccc2C)cc1OC
  1%	0%	1%	-4	12%	-2	?	5%	-6%	2%	-7%
> Cc1ccc(NC(=S)Nc2nc(CC(=O)Nc3ccccc3)cs2)cc1
  1%	/	-1%	-10	0%	-4	-1%	-4%	-9%	0%	31%[activator]
> N#Cc1nc(-c2ccccc2Cl)oc1N1CCOCC1
  1%	-11%	1%	6	-7%	6	-14%	1%	5%	8%	2%
> COc1ccc(C(=O)CCS(=O)(=O)c2ccc(C)cc2)cc1OC
  -1%	8%	-2%	-1	0%	-29	?	-17%	1%	-2%	7%
> C[N+]1(CC(=O)OCCCc2ccccc2)CCOCC1
  3%	-15%	-2%	-4	-1%	-13	-9%	-5%	3%	-1%	-29%
> CC(=O)c1cccc(NC(=O)N2CCC(C(=O)c3ccc(F)cc3)CC2)c1
  0%	5%	2%	4	2%	-10	3%	3%	11%	-6%	-6%
> Cc1cc(=O)oc2cc(OCC(=O)N3CCCC(C)C3)ccc12 (stereo unspecified)
  0%	-3%	-1%	1	3%	4	0%	-3%	-8%	8%	-1%
> N/C(=N\c1nc2c(c(=O)[nH]1)CCC2)Nc1ccccc1
  1%	-14%	-4%	i	-1%	-6	1%	-3%	-2%	0%	/
> NS(=O)(=O)c1cccnc1Nc1ccc(Cl)c(Cl)c1
  -1%	7%	-1%	0	-2%	-4	?	23%	15%	-3%	3%
> Cc1ccc(C)c(NC(=O)CCC(=O)N/N=C2/CC(=O)CC(C)(C)C2)c1
  -1%	-3%	2%	-3	4%	-6	0%	8%	-6%	2%	-5%
> COC(=O)c1cc(S(=O)(=O)NCCc2ccc(SC)cc2)c[nH]1
  0%	7%	0%	-1	6%[0.46 µM]	1	-1%	-14%	3%	-2%	-4%
> CC1CCN(c2ccc3nnc(CCC(=O)NCCCOC(C)C)n3n2)CC1
  1%	-10%	5%	-6	/	-8	-4%	-10%	3%	-3%	-1%
> CCCCNC(=O)Nc1cnn(CC)c1C(N)=O
  3%	18%	0%	3	-7%	1	?	5%	-5%	7%	-6%
> C/C(=N\NC(=O)c1nnn(-c2nonc2N)c1CN1CCc2ccccc21)c1ccccc1O
  -1%	?	1%	10	/	15	-1%	-12%	5%	21%	-2%
